# High-throughput results from PubChem.
# IP6K1 inhibitor = Primary qHTS assay for small molecule inhibitors of Inositol hexaphosphate kinase 1 (IP6K1); activity change, % (series mostly up to about 58 µM); 140,000 compounds, 0.81% hits; IP6K1 kinase, ADP-Glo luminescence, 2 h; hits give low values; in the data active = activity change below about -25%
# Target sequence (Q92551 whole entry, looked up): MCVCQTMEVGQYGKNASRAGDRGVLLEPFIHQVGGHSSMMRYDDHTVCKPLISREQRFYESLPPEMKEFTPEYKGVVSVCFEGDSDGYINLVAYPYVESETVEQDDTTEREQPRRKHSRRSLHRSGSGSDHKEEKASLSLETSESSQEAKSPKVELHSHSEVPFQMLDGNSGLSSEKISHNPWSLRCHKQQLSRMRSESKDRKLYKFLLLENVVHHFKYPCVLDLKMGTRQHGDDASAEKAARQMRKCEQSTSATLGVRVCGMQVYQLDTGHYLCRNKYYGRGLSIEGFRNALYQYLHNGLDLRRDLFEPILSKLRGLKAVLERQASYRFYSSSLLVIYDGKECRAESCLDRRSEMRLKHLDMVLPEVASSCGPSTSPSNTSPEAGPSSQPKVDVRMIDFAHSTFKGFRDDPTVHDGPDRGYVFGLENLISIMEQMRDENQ
#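 ADP-Glo luminescence measures ADP made by human IP6K1 during a 2 h RT reaction with ATP/IP6 (mix at 1.3 mM/130 uM); top library doses 57.5 and 19.1 uM final.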
# GPT2 inh = Primary qHTS assay for inhibitors of Glutamate pyruvate transaminase 2 (GPT2); Potency, µM (top dose mostly 57.7 µM), without a hit: at the highest dose activity change, negative = inhibition, actives largely listed as inhibitors; 100,000 compounds, 0.25% hits; Recombinant GPT2, coupled pyruvate oxidase/HRP Amplex Red fluorescence; Alanine aminotransferase 2 (Homo sapiens), Q8TD30; note: potency is the fitted concentration of half-maximal effect; nearly all actives have a fitted effect of over 60% in size; many of its hits are not listed in these tables
# Target sequence (Q8TD30 whole entry, looked up): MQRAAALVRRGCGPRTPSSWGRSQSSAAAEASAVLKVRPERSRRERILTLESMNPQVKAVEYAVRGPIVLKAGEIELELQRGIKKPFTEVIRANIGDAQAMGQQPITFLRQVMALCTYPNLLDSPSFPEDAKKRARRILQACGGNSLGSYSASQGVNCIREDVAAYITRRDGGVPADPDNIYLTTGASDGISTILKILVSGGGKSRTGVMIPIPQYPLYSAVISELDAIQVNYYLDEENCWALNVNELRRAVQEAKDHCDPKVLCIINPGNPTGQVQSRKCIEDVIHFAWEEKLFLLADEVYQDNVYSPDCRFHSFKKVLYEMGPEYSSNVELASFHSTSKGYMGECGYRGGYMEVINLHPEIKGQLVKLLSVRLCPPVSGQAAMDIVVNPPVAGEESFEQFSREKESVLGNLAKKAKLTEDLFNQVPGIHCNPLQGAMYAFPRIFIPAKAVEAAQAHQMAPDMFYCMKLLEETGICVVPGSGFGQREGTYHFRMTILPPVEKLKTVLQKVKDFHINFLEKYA
#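 Fluorescence read-out: pyruvate from GPT2 turnover coupled to pyruvate oxidase, HRP and Amplex Red (0.2mM ThPP, 0.2U/mL PO and HRP, 50uM Amplex final). Substrates 250uM a-KG, 2mM L-alanine; enzyme 10ng/uL; 30 min RT.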
# 3T3 cytotox = Cytotoxic Profiling in NIH 3T3 Cell Line of Diverse Libraries Using Quantitative High-Throughput Screening. Potency, µM (highest dose often 96.7 µM), without a hit: top-dose activity change, negative = cytotoxicity, usual class: inhibitors. NIH 3T3 viability, CellTiter-Glo ATP luminescence, 48-72 h. 94,000 compounds, 4.3% hits. AID 1345082, 2018; note: potency is the fitted concentration of half-maximal effect; nearly all actives have a fitted effect of over 55% in size
#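 First NIH 3T3 cells are plated at 400 cells/well; next compound is pinned in; then plates incubate 48 or 72 hr at 37 °C; finally CellTiter-Glo is added and luminescence read after 10 min.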
# SNCA expr inh = Primary qHTS assay for inhibitors of alpha-synuclein gene (SNCA) expression; Potency, µM (top dose mostly 57.2 µM), for the others: at the top dose activity change, negative = inhibition, hits mostly inhibitors; HEK-293 SNCA-luciferase knock-in, luminescence, 24 h; 140,000 compounds, 0.17% hits; AID 1671194, 2021;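 note: potency is the fitted concentration of half-maximal effect; plate controls were DMSO cells for no effect and cell-free wells for full effect; nearly all actives have a fitted effect of over 45% in size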
# HEK293 tox = Cytotoxic Profiling in HEK 293 Cell Line of Diverse Libraries Using Quantitative High-Throughput Screening. HEK 293 viability, ATP luminescence (CellTiter-Glo), 48-72 h. Potency, µM (top dose mostly 115 µM), without a hit: top-dose activity change, negative = cytotoxicity, actives largely listed as inhibitors. 94,000 compounds, 6.6% hits; note: potency is the fitted concentration of half-maximal effect; nearly all actives have a fitted effect of over 60% in size
#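 CellTiter-Glo luminescence (cellular ATP) was read after 48 or 72 hr of compound exposure at 37 degree Celsius. Cells were HEK 293 plated at 250 cells/well.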
# Luciferase inh = Firefly luciferase inhibition profiling of diverse chemical library using quantitative high-throughput screening | purified P. pyralis luciferase, luminescence, biochemical | Potency, µM (highest dose often 115 µM), for inactives: top-dose activity change, negative = inhibition, hits mostly inhibitors | 76,000 compounds, 2.5% hits | AID 1347043, 2019 | Luciferin 4-monooxygenase (Photinus pyralis), P08659; note: potency is the fitted concentration of half-maximal effect; nearly all actives have a fitted effect of over 65% in size
#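 Purified P. pyralis luciferase (10nM final) in 50mM Tris acetate pH 7.5, 10mM Mg acetate, 0.01% Tween-20, 0.05% BSA with 10uM D-luciferin and 10uM ATP. Compounds titrated qHTS. Luminescence imaged on CCD.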
# HEK293 viab = GF-AFC viability counterscreen for inhibitors of alpha-synuclein gene (SNCA) expression. 150,000 compounds, 0.12% hits. HEK-293-SNCA-luc viability, GF-AFC fluorescence, 24 h. Potency, µM (titrated, usually from 57.1 µM), without a hit: top-dose activity change, negative = cytotoxicity, usual class: cytotoxic;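 note: potency is the fitted concentration of half-maximal effect; 0% = DMSO-treated cells and -100% = medium-only wells without cells; nearly all actives have a fitted effect of over 30% in size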
#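 HEK-293-SNCA-luc cells (1500/well) plated 24 h, then exposed 24 h to a dilution series; GF-AFC added 30 min at 37C, fluorescence 405/540 nm; normalised to medium-only and DMSO wells, Hill fit.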
# Active calls of the source: *; i = inactive; u = inconclusive; x = not tested or not shown; [ ] = another dose, or the depositor's remark. Unless noted, calls come from the whole dose curve; as a rule, active = well fitted curve in the direction sought with a large enough effect; inconclusive = small, poorly fitted or top-dose-only effect, or another doubt; inactive = no such curve, though single readings can be large; an effect the other way counts as inactive or inconclusive. Unless noted, % is set by controls: 0 for no effect and ±100 for the full control effect.
smiles	Luciferase inh	HEK293 tox	3T3 cytotox	HEK293 viab	SNCA expr inh	IP6K1 inhibitor	GPT2 inh
CCNC(=O)N1C[C@@H](F)[C@@H](OCc2nc3ccc(F)cc3[nH]2)C1	3%[172 µM]	i	3%[138 µM]	-9%[87.6 µM]	u	4	-8%[88.5 µM]
c1ccc(C2(c3ccccc3)CCCN(CCCn3cnnn3)C2)cc1	-1%	u	u	-13%	-24%	14	-13%
COc1ccc2c(CNCCc3cccs3)c(C(=O)O)n(Cc3ccccc3)c2c1	x	x	x	u	-21%	-1	x
Cc1ccc(NC(=O)C2CCCN(S(=O)(=O)c3cccs3)C2)c(C)c1 (configuration not stated)	x	x	x	3%	10%	-7	x
CC(C)c1ccc(NC(=O)CN2C(=O)c3cccc4cccc2c34)cc1	x	x	x	17%	-16%	-15	x
Cc1nc(-n2nc(C)c(Cc3ccc4c(c3)OCO4)c2C)sc1C(=O)Nc1ccc(Cl)cc1	x	x	x	0%	u	-16	x
CN(CCCNC(=O)c1ccc2nc3c(c(Cl)c2c1)CCCC3)Cc1ccccc1	x	x	x	-28%	x	10	i
COCc1cc(C[C@@H]2CC[C@H](O)[C@@H](CNC(=O)N3CCOCC3)O2)no1	-6%[172 µM]	4%[172 µM]	1%[138 µM]	2%[87.6 µM]	1%[87.6 µM]	13	i
CCN1CCN(C(=O)Cn2ncc3c4ccccc4n(Cc4ccccc4F)c3c2=O)CC1	x	x	x	11%	-1%	-1	x
Cc1ccc(-n2ncc(C(=O)NCCCN3CCN(C)CC3)c2C2CCN(C(=O)OC(C)(C)C)CC2)c(C)c1	x	x	x	9%	44%[activator]	-1	x
O=C(c1ccc(F)cc1)C1CCN(CCn2c(=O)nc3n(c2=O)CCCC3)CC1	x	x	x	-13%	x	5	-8%
O=C(c1c(F)cccc1F)N1CCC2(CC1)NC(=O)N(Cc1ccc(F)cc1)C2=O	9%	u	-15%	4%	-10%	1	i
COc1cccc(Nc2cnc3ccc(-c4ccc(F)cc4)nn23)c1	-23%[172 µM]	100µM*	u	-2%[87.6 µM]	16%[87.6 µM]	-13	u
COc1cc(NC(=O)N(Cc2ccco2)C2CCN(C(C)=O)CC2)cc(OC)c1OC	x	x	x	4%	4%	-5	x
O=C(c1ccccc1F)N1CCC(c2nc(C3CCOCC3)no2)CC1	-7%	-12%	-24%	6%	-9%	12	-18%
CCOc1cc(C2C(C(=O)Nc3ccc(OC)cc3)=C(C)Nc3nc(SC)nn32)ccc1O (configuration not stated)	x	x	x	-7%	18%	25	x
COc1cc(NC(=O)c2noc3c2CSc2ccccc2-3)cc(OC)c1OC	x	x	x	10%	23%	26	x
O=C(NCc1ccncc1)C1CN(Cc2ccoc2)CC12CCOCC2 (configuration not stated)	0%	-9%	4%	7%	-28%	9	2%
COc1cc(OC)c(NC(=O)CC(C)S(=O)(=O)c2ccc3c(c2)NC(=O)CO3)cc1Cl (configuration not stated)	x	x	x	-20%	52%[activator]	8	x
COc1cccc(-c2cc(C(=O)NCc3c(C)cc(C)[nH]c3=O)c3c(c2)ncn3C)c1OC	-3%	-12%	u	-17%	11%	6	-3%
CC(CCc1ccccc1)NC(=O)CSc1n[nH]c(-c2ccccc2Cl)n1 (configuration not stated)	x	x	x	6%	-27%	20	x
Cc1ccc(OCc2nc(C3CCN(C(=O)c4ccncc4)CC3)no2)cc1	2%	u	-13%	-2%	-17%	-4	5%
CC(C)c1ccc(NC(=O)CN2C(=O)NC3(CCCCC3)C2=O)cc1	-4%	u	u	1%	-17%	11	2%
CC(C(=O)N(C)C)N1CCc2onc(C(c3ccccc3)c3ccccc3)c2C1 (configuration not stated)	-3%	u	-8%	-12%	13%	16	2%[11.5 µM]
Cn1cc(CC(=O)N2CCCc3ncc(C(=O)NCc4ccoc4)cc32)c2ccccc21	2%[172 µM]	u	u	u	-9%[87.6 µM]	16	-10%[88.5 µM]
Cc1ccc(C2Cn3cnc(C(=O)N4CCC(C(=O)NCc5cccc(F)c5)CC4)c3CO2)cc1 (configuration not stated)	50µM*	-5%	-14%	-7%	20%	-2	i
O=C(C1CCOCC1)N1CC(c2nnc(-c3ccncc3)o2)C2(CCOCC2)C1 (configuration not stated)	-10%	-5%	u	10%	-4%	24	-4%
O=C1CC(c2ccc([N+](=O)[O-])cc2)=NN1c1ccccc1	x	x	x	-17%	x	-6	3%
Cn1c(=O)n(C)c2cc(N3CCCC3)c(NC(=O)Nc3ccccc3)cc21	x	x	x	-26%	41%[activator]	-5	x
COc1ccc(CNC2(Cc3cc(-c4ccccc4)on3)COC2)cc1	-10%[172 µM]	-11%[172 µM]	-27%[174 µM]	-3%[87.6 µM]	17%[87.6 µM]	-8	-5%[88.5 µM]
C/C(=C\c1ccccc1)CN1CCCCC12Cc1ccccc1CNC2=O (configuration not stated)	x	u	u	8%	0%	-5	0%
Cn1nccc1CN1CCC2(CC1)CC(=O)N(c1ccccc1)c1ccccc1O2	0%	u	-22%	0%	4%	-10	i
CC(=O)Nc1cc(C(=O)N2CCN(C3CCCCC3)CC2)c2ccc(C)nc2c1	-1%	3%	i	6%	4%	20	2%
COc1ccc(OC)c(NC(=O)CCn2ccn3nc4c(c3c2=O)CCCC4)c1	-11%	-12%	-13%	-18%	u	-3	3%
O=C(NCc1ccc(F)cc1)c1nc2cccnc2n(C2CC2)c1=O	x	-4%	-28%	-6%	-19%	23	i
OCc1cc2n(n1)CCCN(Cc1cccc(OCc3ccccn3)c1)C2	10%	-12%	-18%	-2%	19%	18	i
O=C(c1cccc(F)c1)N1CCCC(c2nc(C3CCOCC3)no2)C1 (configuration not stated)	-3%	-5%	-4%	u	25%	14	i
Fc1ccc(-c2cn[nH]c2C2CCCNC2)cc1 (configuration not stated)	6%	0%	-1%	1%	-24%	0	-6%
CN(C)CC(=O)N1CCC2(C1)CN(C)c1ccc(C(=O)NCc3cccs3)cc12 (configuration not stated)	1%[172 µM]	-8%[172 µM]	u	-1%[87.6 µM]	8%[87.6 µM]	5	-4%[88.5 µM]
CN(C)CCN(C)[C@@H]1[C@H](O)[C@H](CO)O[C@@H]1CNC(=O)c1cccs1	-2%[172 µM]	4%[172 µM]	-14%[174 µM]	-1%[87.6 µM]	-18%[87.6 µM]	-2	-11%[88.5 µM]

# Complete entries as entered above. Order of values: Luciferase inh, HEK293 tox, 3T3 cytotox, HEK293 viab, SNCA expr inh, IP6K1 inhibitor, GPT2 inh
# `COc1ccc(OC)c(NC(=O)CCn2ccn3nc4c(c3c2=O)CCCC4)c1` in the list: -11%, -12%, -13%, -18%, u, -3, 3%
# `O=C(c1ccccc1F)N1CCC(c2nc(C3CCOCC3)no2)CC1` in the list: -7%, -12%, -24%, 6%, -9%, 12, -18%
# `C/C(=C\c1ccccc1)CN1CCCCC12Cc1ccccc1CNC2=O` (configuration not stated) in the list: x, u, u, 8%, 0%, -5, 0%

# Continued:
smiles	Luciferase inh	HEK293 tox	3T3 cytotox	HEK293 viab	SNCA expr inh	IP6K1 inhibitor	GPT2 inh
Cn1c(Oc2ccc(Cl)cc2)nc2c1c(=O)n(Cc1ccc(F)cc1)c(=O)n2C	x	x	x	-15%	-16%	-4	x
CC(NC(=O)CN(c1ccc(Cl)cc1Cl)S(=O)(=O)c1ccccc1)c1ccccc1 (configuration not stated)	x	x	x	-27%	u	-10	x
CCc1ccc(NC(=O)c2cc(-c3cccs3)on2)cc1	x	x	x	-12%	220%[activator]	-4	x
C#CCNC(=O)c1cc(-c2cccc(C(F)(F)F)c2)c2nncn2n1	x	10µM*	u	u	u	1	-6%
Cc1ccc(OCC(=O)N2CCC3(CC2)N=C(c2ccc(C)cc2)NO3)cc1	-4%	-30%	u	1%	42%[activator]	2	3%
Cc1noc(C)c1C(=O)N1CC(CN2C(=O)c3c(c(C)nn3-c3ccccc3)C2C)C1 (configuration not stated)	x	-4%	-18%	x	x	2	x
COc1ccc(C(=O)N2CCC(N3CCOC3=O)CC2)cc1	x	i	i	-3%	-5%	-13	i
c1ccc(-c2cnc3n[nH]c(-c4ccccc4)c3n2)cc1	-15%[230 µM]	100µM*	u	-23%[87.6 µM]	-20%[87.6 µM]	29	i
COc1ccc2cc(CNc3ccc(C)cc3)c(=O)n(CC(=O)Nc3cccc(C(F)(F)F)c3)c2c1	x	x	x	-15%	u	-3	x
Cc1nc2c(c(-c3ccc(O)cc3)n1)CN(C(=O)C(C)(C)C)CCC2	-4%[172 µM]	u	u	-9%[87.6 µM]	3%[87.6 µM]	3	0%[88.5 µM]
COc1ccc(NC(=O)NCC2CCOCC2)c(C)c1	10%	11%	i	14%	-11%	16	0%
O=C(NCCc1ccncc1)C1CN(Cc2ccncc2)CC12CCOCC2 (configuration not stated)	-3%	-5%	i	1%	-28%	6	-11%
CC(C)CC(=O)N1CCC2(CC1)CC(N(C(=O)c1ccccc1)C1CC1)CCO2 (configuration not stated)	0%	-22%	u	-3%	-18%	-4	2%
COc1ccc2ccc(OCc3nc(C(=O)NCc4cnc(C)cn4)co3)cc2c1	-19%	u	u	0%	-19%	15	i
Cc1ccc(CN2CCN(c3cc(NCCO)ncn3)CC2CCO)cc1 (configuration not stated)	-5%	-1%	-19%	1%	8%	3	i
CC1(C)CNC(=O)c2nc(CCN3CCC(C(N)=O)CC3)[nH]c2C1	1%	i	-2%	-5%	-3%	6	-8%
CN1C(=O)c2cccn2CC1CNC(=O)NCCc1ccccc1 (configuration not stated)	-11%	u	-16%	1%	44%[activator]	30	-7%
Cc1ccc(CNc2ccc(-c3nc(-c4ccco4)no3)cc2[N+](=O)[O-])cc1	x	x	x	16%	u	-9	x
COCCc1nn2c(=O)cc(COC(=O)c3ccc4c(c3)OCO4)nc2s1	x	x	x	1%	30%[activator]	-1	x
Cn1c(=O)c2c(-c3ccccc3Cl)n(Cc3ccc(Cl)cc3)cc2n(C)c1=O	x	x	x	-6%	9%	19	x
COc1ccc(-c2ccc(N)[n+](CCCC(=O)O)n2)cc1	x	x	x	-4%	-3%	x	2%

# The order is random; overall some 7.8% were active at least once.
